PI4K2A inh = inhibitors of human PI4K2A; Q9BTU6; AID 1346378; purified PI4K2A, ADP-Glo luminescence, 1 h; active compounds read low; activity change, negative = inhibition, % at 76.9 µM; 420,000 compounds, 0.13% hits; in the data active means activity change below about -50%; inconclusive means mostly about -30% to -49%;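 further: -100% = wells without enzyme as full effect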
Target sequence (Q9BTU6 whole entry, looked up): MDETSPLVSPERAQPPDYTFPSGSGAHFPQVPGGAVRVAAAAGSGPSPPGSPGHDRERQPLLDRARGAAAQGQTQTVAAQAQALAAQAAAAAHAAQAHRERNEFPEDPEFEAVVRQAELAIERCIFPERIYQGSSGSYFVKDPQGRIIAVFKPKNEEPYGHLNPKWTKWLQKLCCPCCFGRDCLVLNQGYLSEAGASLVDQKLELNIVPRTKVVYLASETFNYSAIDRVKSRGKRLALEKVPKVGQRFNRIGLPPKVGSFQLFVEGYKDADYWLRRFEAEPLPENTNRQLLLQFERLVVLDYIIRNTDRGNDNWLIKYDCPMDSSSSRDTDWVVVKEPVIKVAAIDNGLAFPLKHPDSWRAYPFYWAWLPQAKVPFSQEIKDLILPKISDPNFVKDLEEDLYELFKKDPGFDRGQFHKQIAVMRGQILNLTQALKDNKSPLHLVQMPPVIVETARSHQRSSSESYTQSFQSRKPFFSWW
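ADP-Glo luminescence measured ADP generated by PI4K2A enzyme (4 ug/mL before mixing) with 1.2 mM PI substrate (pre-mix) and 300 microM ATP (pre-mix). Tris pH7.5 buffer with MgCl2, Triton X-100; 1 h reaction at ambient temperature.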
mIDH1 inhibitor = inhibitors of human mutant IDH1 R132H. O75874. IDH1-R132H enzyme, NADPH consumption, diaphorase/resazurin fluorescence. Potency, µM (doses to about 76.6 µM), without a hit: at the highest dose activity change, negative = inhibition, actives largely listed as inhibitors. 390,000 compounds, 0.093% hits; further: potency means the concentration at half of the fitted maximal effect; on the % scale 0 is the no-effect control and ±100 the full control effect; nearly all actives have a fitted effect of over 65% in size
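IDH1-R132H (0.5 ug/mL dispensed) in pH 7.5 Tris buffer was preincubated 30 min with compound, then given a substrate mix of 0.016 mM NADPH and 2 mM alpha-KG for 80 min at room temperature; remaining NADPH was read by diaphorase/resazurin fluorescence.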
Vif-APOBEC3F blk = blocks the Vif interaction with APOBEC3F | 390,000 compounds, 0.2% hits | AID 602313 | Potency, µM (titrated, usually from 46.1 µM), inactives show at the top dose activity, negative = active | HeLa A3F-eYFP + Vif (tagged APOBEC3F with the HIV-1 protein that degrades it), YFP fluorescence increase; further: potency means the concentration at half of the fitted maximal effect; % of control where 0% means no effect; nearly all actives have a fitted effect of over 65% in size
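HeLa cells stably expressing A3F-eYFP plus Vif, plated and incubated overnight at 37 deg C, then exposed to compounds overnight at 37 deg C. Blocked degradation read as raised yellow fluorescence (Ex 488/Em 500-530).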
USP1-UAF1 inh = inhibitors of human USP1/UAF1 deubiquitinase. recombinant USP1/UAF1, Ub-Rhodamine cleavage fluorescence. Potency, µM (top dose mostly 57.1 µM), inactives show at the top dose activity change, negative = inhibition, usual class: inhibitors. 390,000 compounds, 0.23% hits. AID 743255; further: potency means the concentration at half of the fitted maximal effect; on the % scale 0 is the no-effect control and ±100 the full control effect; nearly all actives have a fitted effect of over 60% in size; inactives centre near -12
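In this screen, compounds sit with the deubiquitinase complex (1nM) for 15 min at room temperature before Ub-Rho is added at 150nM final. Fluorescence rise is then followed for 6 reads every 60 seconds.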
TrxR1 substrate = is turned over as a substrate by rat TrxR1; O89049; purified TrxR1 substrate turnover, NADPH consumption readout; Potency, µM (series often up to 114 µM), for the others: top-dose activity change, negative = substrate turnover; 390,000 compounds, 0.01% hits; AID 588456; further: potency means the concentration at half of the fitted maximal effect; on the % scale 0 is the no-effect control and ±100 the full control effect; nearly all actives have a fitted effect of over 50% in size
Target sequence (O89049 whole entry, looked up): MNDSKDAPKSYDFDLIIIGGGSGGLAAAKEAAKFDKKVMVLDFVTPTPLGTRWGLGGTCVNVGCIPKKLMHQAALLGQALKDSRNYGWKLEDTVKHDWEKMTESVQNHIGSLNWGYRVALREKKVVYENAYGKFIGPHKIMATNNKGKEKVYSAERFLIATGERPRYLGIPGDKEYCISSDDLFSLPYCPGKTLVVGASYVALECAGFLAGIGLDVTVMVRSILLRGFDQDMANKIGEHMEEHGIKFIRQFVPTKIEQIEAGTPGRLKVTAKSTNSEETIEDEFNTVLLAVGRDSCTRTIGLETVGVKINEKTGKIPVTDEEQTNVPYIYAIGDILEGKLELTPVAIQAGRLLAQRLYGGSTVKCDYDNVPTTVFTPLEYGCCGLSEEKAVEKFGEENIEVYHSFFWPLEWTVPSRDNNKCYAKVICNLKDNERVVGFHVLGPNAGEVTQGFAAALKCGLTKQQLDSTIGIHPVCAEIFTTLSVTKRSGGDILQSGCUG
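Rat TrxR1, dispensed at 90 nM, was prereduced with 400 uM NADPH (final) for 5 min at ~22 deg C, then incubated with compound 15 min before 400 uM selenite. A first-read NADPH fluorescence drop versus no-compound background flagged substrates.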
LDHA inh = LDHA (human) enzyme inhibition | P00338 | purified LDHA, NADH/diaphorase-resazurin fluorescence; active compounds read low | activity change, % (values are at about 110 or 230 µM) | 480,000 compounds, 0.15% hits; in the data active means activity change below about -30%; inconclusive means mostly about -25% to -30%;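 further: plate controls were DMSO wells for no effect and wells without enzyme for full effect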
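Human LDH5 (2 nM) was incubated with 0.06 mM NADH and 0.2 mM pyruvate for 5 min at room temperature in Tris pH 7.4. Remaining NADH was coupled through diaphorase/resazurin, and resorufin fluorescence was read at 0 and 20 min.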
RXFP1 ag = agonists of human relaxin receptor RXFP1; HEK293T-RXFP1 cAMP TR-FRET, 30 min; response scale: percent of porcine relaxin response, buffer zero; Potency, µM (highest dose often 57.5 µM), without a hit: top-dose activation, hits mostly activators; 370,000 compounds, 0.3% hits; AID 2676; further: potency means the concentration at half of the fitted maximal effect; on the % scale 0 is the no-effect control and ±100 the full control effect; nearly all actives have a fitted effect of over 60% in size; many of its hits are not listed in these tables
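Agonist response is measured as cAMP accumulation in an RXFP1-transfected HEK293T line under PDE4 inhibition. Values are scaled between buffer-only and 29 nM porcine relaxin, and EC50s come from standard Hill equation fits.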
GRP78 ERSR act = induces the endoplasmic reticulum stress response in human glioma cells | U87-MG GRP78 promoter luciferase reporter, 16 h | Potency, µM, without a hit: top-dose activation, actives largely listed as activators | 420,000 compounds, 0.02% hits | AID 602332; further: potency means the concentration at half of the fitted maximal effect; series mostly up to about 76 µM; % of control where 0% means no effect; nearly all actives have a fitted effect of over 35% in size
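ERSR induction read as luciferase luminescence (Bright-Glo, 10 min at room temperature) in stably transfected human U87-MG glioma cells exposed to compounds for 16 h, using GRP78 as sensor.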
Vif-APOBEC3G blk = Vif-A3G binding inhibition; Q9HC16; HeLa A3G-eYFP + Vif (tagged APOBEC3G with the HIV-1 protein that degrades it), YFP fluorescence, overnight; AID 602310; Potency, µM (top dose mostly 46.1 µM), for the others: top-dose activity, negative = active, most hits filed as inhibitors; 410,000 compounds, 0.076% hits;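 further: potency means the concentration at half of the fitted maximal effect; on the % scale 0 is the no-effect control and ±100 the full control effect; nearly all actives have a fitted effect of over 60% in size; hits raise eYFP signal because A3G escapes Vif-driven loss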
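Read-out is eYFP fluorescence (Ex 488/Em 500-530) from Vif-expressing HeLa A3G-eYFP cells; more signal means A3G escaped Vif-mediated degradation. Cells plated overnight, compound pinned in, incubated overnight at 37 deg C.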
* hit, by the source's call; ? = inconclusive; . = not tested or not shown; & = joins results of further samples; [ ] = remark or other dose. Unless noted, the call rests on the fitted dose curve; in most records, active means well fitted curve in the direction sought with a large enough effect; inconclusive means small, poorly fitted or top-dose-only effect, or another doubt; inactive means no such curve, though single readings can be large; an effect the other way counts as inactive or inconclusive. A portion of the library (hit frequency here may not be typical).

SMILES	PI4K2A inh	mIDH1 inhibitor	Vif-APOBEC3F blk	USP1-UAF1 inh	TrxR1 substrate	LDHA inh	RXFP1 ag	GRP78 ERSR act	Vif-APOBEC3G blk
CCN=C1SC(CC(=O)NCCc2ccc(OC)c(OC)c2)C(=O)N1CC (stereo not drawn)	3	5%	-3%	-19%	-4%	-4	2.7%	-5%	0%
O=C(Nc1ccccc1N1CCCC1)c1cc(S(=O)(=O)N2CCOCC2)ccc1Cl	-4	-5%	7%	-4%	-8%	2	-0.5%	-1%	2%
Cc1cc(Nc2ccc(Cl)cc2)nc(N)n1	-3	13%	1%	-16%	4%[57.1 µM]	-4	0.0%	2%	0%
CC(=O)OCC(=O)[C@@]1(O)CC[C@H]2[C@@H]3C[C@H](C)C4=CC(=O)C=C[C@]4(C)[C@H]3[C@@H](O)C[C@@]21C	5	-9%	0%	?	8%	-2	2.0%	5%	3%
CCN1C(N(C)CCc2c[nH]c3ccccc23)=N[C@@H](c2cccc(C(F)(F)F)c2)C(C(=O)OC)=C1C	-1	8%	8%	?	-6%[57.1 µM]	-3	.	-11%	-22%
CCCOc1ccc(OC(=O)c2cn(-c3ccc(OC)cc3)c(=O)c3ccccc23)cc1	0	-17%	5%	-37%	-4%[57.1 µM]	-4	5.8%	0%	2%
CCn1c(COc2cccc3cccnc23)nnc1SCC(=O)O	3	-6%	0%	-16%	10%	4&6	0.3%	0%	0%
CCOc1ccc(NC(=O)c2cc3c(C)nc4ccccc4c3o2)cc1	-2	0%	-13%	-6%	6%[57.1 µM]	-3	0.2%	-2%	-18%
Cn1c(C(=O)NCCN2CCc3ccccc3C2)cc2c(=O)[nH]c3ccccc3c21	8	-2%	6%	-9%	18%[57.1 µM]	-4	2.0%	-5%	3%
Cc1ccc(/C=C/c2nc3ccccc3[nH]2)o1	-12	-6%	-6%	-8%	6%[57.1 µM]	4	0.4%	-10%	2%
CN(C)CCCNC(=O)CC(c1ccc(F)cc1)c1ccco1 (stereo not drawn)	7	0%	4%	-13%	10%[57.1 µM]	-5	1.1%	-1%	1%
COc1ccc(Cl)cc1NC(=O)N1CCN(c2ccccc2OC)CC1	-2	3%	12%	-7%	-8%	-4	-0.3%	-4%	-13%
CCOc1ccsc1C(=O)OC	-10	2%	-4%	-4%	5%[57.1 µM]	1	1.1%	0%	0%
CCOc1ccc2nc(N(CCCN(C)C)C(=O)c3ccc(S(=O)(=O)N4CCCC4)cc3)sc2c1	-2	-7%	-10%	-4%	1%	-4	-1.6%	-1%	1%
N/C(Cc1cccc2ccccc12)=N\OC(=O)c1cccs1	2	-1%	1%	-2%	2%	2	3.0%	-1%	-5%
CSc1ccccc1OCc1cc(C(=O)N2CCc3c(Cl)cccc3C2)no1	-6	4%	-5%	-7%	4%	-3	4.0%	4%	9%
Cc1ccc(-c2c(C(=O)NC(C)C)oc(=O)c3ccccc23)cc1	1	8%	-17%	-22%	0%	0	-0.7%	-3%	-10%
Cc1cc(C(=O)NCc2ccco2)c2ccccc2n1	-4	6%	-12%	-7%	8%[57.1 µM]	-4	5.2%	-6%	-3%
CCOC(=O)C1CCN(C(=O)C2CCN(S(=O)(=O)c3cc(Cl)ccc3OCC)CC2)CC1	0	0%	0%	-3%	-7%	1	0.1%	-2%	1%
CCn1c(SCC(=O)Nc2ccc3c(c2)OCCO3)nnc1C1CC1	5	-5%	-15%	-25%	2%	-3	0.1%	0%	0%
CCOC(=O)N1CCN(S(=O)(=O)c2ccc(OC)cc2)CC1	3	7%	6%	-19%	1%	-4	6.9%	-2%	1%
C#CCn1c(=NC(=O)CN2C(=O)CCC2=O)sc2cc(S(N)(=O)=O)ccc21	-5	-5%	-3%	-1%	1%	-5	0.6%	-1%	2%
COc1cccc(NC(=O)CC(=O)c2ccccc2)c1	-6	-7%	-5%	-3%	-3%	-6	0.0%	0%	-9%
O=C(Nc1nccs1)c1ccc(Cl)nc1	-3	8%	2%	-25%	6%	-3	1.6%	1%	-6%
Cc1ccc(C(=O)OCC(=O)NC2CCCCCCC2)cc1C	1	-1%	1%	-26%	.	1	.	0%	1%

Brought forward from above: five entries, followed by the next part.
SMILES	PI4K2A inh	mIDH1 inhibitor	Vif-APOBEC3F blk	USP1-UAF1 inh	TrxR1 substrate	LDHA inh	RXFP1 ag	GRP78 ERSR act	Vif-APOBEC3G blk
CCOC(=O)N1CCN(S(=O)(=O)c2ccc(OC)cc2)CC1	3	7%	6%	-19%	1%	-4	6.9%	-2%	1%
C#CCn1c(=NC(=O)CN2C(=O)CCC2=O)sc2cc(S(N)(=O)=O)ccc21	-5	-5%	-3%	-1%	1%	-5	0.6%	-1%	2%
COc1cccc(NC(=O)CC(=O)c2ccccc2)c1	-6	-7%	-5%	-3%	-3%	-6	0.0%	0%	-9%
O=C(Nc1nccs1)c1ccc(Cl)nc1	-3	8%	2%	-25%	6%	-3	1.6%	1%	-6%
Cc1ccc(C(=O)OCC(=O)NC2CCCCCCC2)cc1C	1	-1%	1%	-26%	.	1	.	0%	1%
Cc1c(C(=O)O)oc2ccc(S(=O)(=O)NCCC3=CCCCC3)cc12	-8	-4%	-1%	-7%	0%	16	-0.6%	-1%	1%
O=S(=O)(Nc1cccc(-n2cnnn2)c1)c1cc(Br)ccc1Br	0	2%	-1%	-12%	2%	-3	0.2%	-6%	4%
COc1ccccc1CNC(=O)CCS(=O)(=O)c1ccc2c(c1)CCN2C(C)=O	5&-2	0%&7%	-7%&-20%	-28%&-20%	8%&0%	1&-3	3.1%&2.7%	-2%&-3%	-8%&6%
COc1ccc(NC(=O)C2=C(C)Nc3nc(SCc4ccc(C)cc4C)nn3C2c2cccc(OC)c2OC)cc1 (stereo not drawn)	-1	-4%	0%	-20%	7%[57.1 µM]	-11	1.3%	0%	-1%
CC12CCC(C1)C(C)(C)C2OC(=O)c1ccccc1C(=O)O (stereo not drawn)	-1	4%	3%	-10%	4%	-8	-2.5%	9%	-3%
CCOC(=O)/C(C#N)=C/c1ccc(OC(=O)c2ccco2)c(OCC)c1	9	-12%	-1%	-6%	5%[57.1 µM]	-2	27%	-2%	0%
Cc1cccc(NC(=O)c2ccc(OC3CSC3)cc2)c1	-50*	2%	0%	-27%	8%	-2	0.4%	-1%	-2%
Cc1noc(C)c1C(=O)NC(C)c1ccc(Cl)cc1Cl (stereo not drawn)	-5	26%	1%	0%	2%	-5	0.7%	0%	6%
CC(C)(C)c1ccc(-c2nnc(SCC(=O)O)n2N)cc1	3	6%	4%	-23%	-2%	-4	0.4%	-8%	-1%
CCc1ccc(NC(=O)Cn2c(=O)n(CCCC(=O)NCc3ccc4c(c3)OCO4)c(=O)c3ccccc32)cc1	-1	17%	-15%	-19%	-2%	-1	1.9%	-1%	-13%
Cc1cc(S(=O)(=O)Nc2ccc(C(=O)NCc3cccnc3)cc2)ccc1F	-3	2%	-15%	-5%	3%	-17	1.2%	-1%	1%
CCOc1ccc(C(=O)Nc2cc(-c3cn4cccnc4n3)ccc2C)cc1OCC	-5	16%	0%	1%	99%[activator][57.1 µM]	-7	5.4%	-2%	4%
COc1ccccc1CNC(=O)Cn1ccc2cc(S(=O)(=O)N3CCCC3)ccc21	0	-4%	1%	?	7%[57.1 µM]	-3	0.5%	3%	0%
CCC1Nc2ncnc(N3CCOCC3)c2N(Cc2ccccc2)C1=O (stereo not drawn)	-3	8%	2%	-6%	2%[57.1 µM]	2	-1.6%	-5%	1%
CC(C)(CO)Nc1nc(Nc2ccccc2)nc(Nc2ccccc2)n1	5	0%	6%	-6%	-3%	-7	-0.2%	-9%	-7%
C=CCn1c(NCc2cc(C)ccc2O)nc2ccccc21	-4	1%	-7%	-13%	-1%[57.1 µM]	4	-0.3%	0%	-2%
CCN(C(=O)N1CCOCC1)c1ccccc1	-1	3%	-11%	-10%	3%[57.1 µM]	2	-0.3%	-4%	0%
Nc1cc(CN2C(=O)c3ccccc3C2=O)cc(Cl)c1O	-13	1%	-5%	4%	-3%	11	0.3%	2%	1%
COc1cccc(N2CC(C(=O)Nc3c(C)cccc3C)CC2=O)c1 (stereo not drawn)	6	7%	-9%	-22%	7%	-2	-0.1%	-3%	-1%
CCCC1C2C(=O)N(c3ccccc3OCC)C(=O)C2ON1c1ccccc1 (stereo not drawn)	4	3%	0%	-15%	6%	14	0.4%	3%	1%
O=C(CN1C(=O)S/C(=C\c2ccccc2Cl)C1=O)NCCCn1ccnc1	2	-3%	-10%	4%	-4%	-4	-0.4%	-3%	3%
COc1cccc(CNC(=O)Cn2c(=O)ccc3cc(S(=O)(=O)N4CCCC4)ccc32)c1	-1	-4%	-3%	-24%	6%[57.1 µM]	-1	1.7%	-1%	-3%
COc1cccc(/C=C/C(=O)c2ccc3c(c2)OCCO3)c1OC	6	-2%	-14%	-11%	0%	-8	2.3%	?	?
Cc1cc(NC(=O)c2ccc(S(=O)(=O)N(C)C)cc2)n(-c2ccccn2)n1	1	4%	-1%	-12%	0%	-7	-2.6%	0%	3%
Cc1cc(SCn2nnc3ccccc3c2=O)nc2ccccc12	-1	9%	-13%	-1%	-10%	-3	7.7%	1%	-1%
